Compound activity from PubChem BioAssay.
LAP4 TOR yeast – modulators of LAP4-GFP expression in yeast, primary screen, S. cerevisiae, multiplex flow cytometry, MLPCN library; 3 h; median GFP as percent of DMSO wells; GFP response vs DMSO, % at 10 µM; actives 0.34% (n = 320,000); AID 2023, 2009;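 active means GFP response vs DMSO above a set limit, about the screen mean plus 3 SD, cut at about 150% in these data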
CR mimetic SO – reduction of superoxide in aged yeast, primary screen, HTS | S. cerevisiae aged cells, superoxide DHE fluorescence; active compounds read low | superoxide response (% of plate mean), % at 10 µM | actives 0.18% (n = 330,000) | AID 2690, 2010;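 active means superoxide response under a set limit, about three screen SD below normal, cut at about 65% in these data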;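 further: yeast aged for seven days with compound at 30 °C before DHE staining; 100% = average MFI of all compound-treated wells on the plate with controls excluded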
VLA-4 inh – inhibition in human VLA-4 binding assay, primary screen, VLA-4 allosteric modulator project, MLPCN library, flow cytometry, VLA-4 expressing cells. actives 0.2% (n = 330,000). ligand binding flow cytometry. inhibition, % (about 7 µM as worked out from the volumes in the protocol). Integrin alpha-4 (Homo sapiens), P13612; in the data active means inhibition above about 50%
Target sequence (P13612 whole entry, looked up): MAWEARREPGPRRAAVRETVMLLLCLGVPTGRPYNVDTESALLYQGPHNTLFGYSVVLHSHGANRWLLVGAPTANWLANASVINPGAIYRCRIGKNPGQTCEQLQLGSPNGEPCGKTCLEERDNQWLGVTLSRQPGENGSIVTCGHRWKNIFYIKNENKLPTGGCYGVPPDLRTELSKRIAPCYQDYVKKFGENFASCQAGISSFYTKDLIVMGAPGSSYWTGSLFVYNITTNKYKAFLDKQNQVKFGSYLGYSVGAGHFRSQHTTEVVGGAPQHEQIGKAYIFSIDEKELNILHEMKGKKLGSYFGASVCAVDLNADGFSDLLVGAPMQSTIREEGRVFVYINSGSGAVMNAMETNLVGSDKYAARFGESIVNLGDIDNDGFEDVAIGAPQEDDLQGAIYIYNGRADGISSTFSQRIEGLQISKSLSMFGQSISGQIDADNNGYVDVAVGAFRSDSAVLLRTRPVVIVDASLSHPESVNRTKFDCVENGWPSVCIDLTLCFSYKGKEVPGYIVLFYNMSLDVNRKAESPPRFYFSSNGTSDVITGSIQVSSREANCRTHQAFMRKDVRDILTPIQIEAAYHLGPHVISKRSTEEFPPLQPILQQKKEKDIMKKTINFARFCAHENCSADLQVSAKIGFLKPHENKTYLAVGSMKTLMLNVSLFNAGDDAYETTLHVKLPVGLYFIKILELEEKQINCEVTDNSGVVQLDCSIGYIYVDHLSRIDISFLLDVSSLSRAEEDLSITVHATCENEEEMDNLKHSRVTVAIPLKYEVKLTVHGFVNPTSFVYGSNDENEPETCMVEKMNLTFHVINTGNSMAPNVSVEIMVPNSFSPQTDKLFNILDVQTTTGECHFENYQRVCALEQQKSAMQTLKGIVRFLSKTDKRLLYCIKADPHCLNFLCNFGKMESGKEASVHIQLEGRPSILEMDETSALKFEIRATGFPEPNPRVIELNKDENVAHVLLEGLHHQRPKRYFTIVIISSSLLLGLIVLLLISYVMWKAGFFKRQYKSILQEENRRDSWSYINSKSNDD
MEP2-GFP yeast – modulators of MEP2-GFP levels in yeast, primary screen, S. cerevisiae, multiplex flow cytometry, MLPCN library | actives 0.51% (n = 330,000) | GFP response vs DMSO, % at 10 µM | S. cerevisiae MEP2-GFP strain, 3 h; 100% = DMSO control level;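 active means GFP response versus DMSO above a set limit, roughly screen mean plus 3 SD, cut at about 180% in these data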;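 further: median GFP fluorescence of the barcode-gated MEP2-GFP cells per well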
AGP1-GFP MLPCN – modulators of AGP1-GFP expression in yeast TOR pathway, primary screen, cell-based, multiplex flow cytometry, S. cerevisiae, MLPCN library; 3 h; GFP as percent of DMSO wells; GFP response vs DMSO, % at 10 µM; actives 0.02% (n = 320,000); AID 2066, 2009;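 active means GFP response relative to DMSO above a set limit, near screen average plus 3 SD, cut at about 150% in these data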;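 further: median GFP channel fluorescence of the gated AGP1 strain per well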
RPL19A TOR yeast – RPL19A-GFP expression modulators in yeast, primary screen, cell-based, S. cerevisiae, multiplex flow cytometry, MLPCN | S. cerevisiae RPL19A-GFP strain, 3 h; active compounds read low | percent response vs DMSO, % at 10 µM | actives 0.3% (n = 330,000);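 active means percent response vs DMSO below 50%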;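 further: median channel GFP fluorescence of the barcoded RPL19A-GFP strain; ratio of sample median GFP to plate DMSO average so 100% = DMSO; lower means less RPL19A-GFP as with rapamycin TOR inhibition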
CIT2 TOR yeast – modulators of CIT2-GFP expression in yeast, primary screen, S. cerevisiae, GFP fusion, multiplex flow cytometry, MLPCN library; S. cerevisiae CIT2-GFP strain, 3 h; 100 means same as DMSO wells; GFP response vs DMSO, % at 10 µM; actives 0.065% (n = 320,000); AID 2029, 2009;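 active means GFP response relative to DMSO above a set limit, near the screen mean plus 3 SD, cut at about 150% in these data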;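 further: ratio of well median GFP fluorescence to mean of DMSO wells on the plate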
GRK2 inh – compounds blocking aptamer binding on GRK2 – biochemical, human GRK2, bead flow cytometry, HTS, primary screen | Beta-adrenergic receptor kinase 1 (Homo sapiens), P25098 | FAM-aptamer displacement from GRK2 | inhibition of aptamer binding, % at 10 µM | actives 0.59% (n = 330,000) | AID 488847, 2010;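 active means inhibition of aptamer binding above 40%, roughly 3 SD of noise, on plates passing a quality check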;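 further: median bead fluorescence of bound FAM aptamer so fluorescent compounds give negative values; no value below 0 was filed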
* = called active by the depositor; / = not tested or not shown.

SMILES	LAP4 TOR yeast	CR mimetic SO	VLA-4 inh	MEP2-GFP yeast	AGP1-GFP MLPCN	RPL19A TOR yeast	CIT2 TOR yeast	GRK2 inh
COCCN(C)Cc1cn(-c2ccc(F)cc2F)nc1-c1ccccc1C	99	89	14	98	96	92	91	0
C=CCONC(=O)c1cc(OCC(F)(F)F)ccc1OCC(F)(F)F	78	86	1	102	96	101	113	0
O=C(NNC(=O)c1ccccc1[N+](=O)[O-])c1csc(N2CCOCC2)n1	108	90	6	101	112	104	100	1
N#CC1=C(N)Oc2n[nH]c(-c3ccncc3)c2C1c1ccsc1 (stereo not drawn)	105	92	6	100	91	103	103	0
OCCC1CN(Cc2cnc(-c3cccc4ccccc34)nc2)CCN1C1CCCCC1 (stereo not drawn)	116	95	0	96	101	102	95	0
O=C(CCN1CCCC1)Nc1ccc(Br)cc1	94	90	-4	97	96	95	86	0
CCOC(CNC(=O)c1cc(C)nn1-c1ccccc1)OCC	97	106	7	104	107	102	97	0
Cc1ccc(SCC(=O)NCCc2ccc(F)cc2)cc1	81	104	16	102	102	102	98	0
O=C(Nc1c2c(nn1-c1ccc([N+](=O)[O-])cc1)CS(=O)(=O)C2)c1ccccc1F	101	102	1	99	103	99	113	1
COCCNc1c(-c2ccc(OC)c(OC)c2)nc2ccc(Cl)cn12	94	93	0	101	100	104	102	4
CCC(Sc1nc2c(c(=O)[nH]1)CCC2)C(=O)Nc1cccc(OC)c1 (stereo not drawn)	93	91	4	94	93	/	104	2
Cc1ccc(NC(=O)Cn2cccc2C2=NC(c3ccccc3)CO2)c(C)c1 (stereo not drawn)	90	98	13	98	103	102	97	2
CCc1ccc2nc(N(CCCN(C)C)C(=O)c3ccc(S(=O)(=O)N4CCc5ccccc5C4)cc3)sc2c1	77	100	-6	96	94	104	102	18
Cc1ccsc1/C=N/NC(=O)CNC(=O)c1ccco1	102	97	30	118	98	95	101	0
CCCCC(=O)Nc1ccc2oc(-c3cccnc3)nc2c1	106	101	-3	107	97	98	100	1
COc1cc(CNc2ccccc2SC)ccc1O	96	100	8	95	94	93	100	2
CCN(C(=O)CN1CCOCC1)c1c(N)n(Cc2ccccc2)c(=O)[nH]c1=O	103	99	0	110	108	109	107	0
Cc1nc(=O)c(-c2ccccc2)c(C)n1CCCCCC(=O)O	98	97	15	94	94	97	99	3
Cc1ccc(N=Nc2c(C)[nH]n(-c3ccccc3)c2=O)c(C)c1	106	90	-1	109	111	105	110	4
Cc1cc(C)cc(N2CC(O)=C(c3nc4ccccc4c(=O)[nH]3)C2=N)c1	98	106	15	98	104	95	107	0
O=c1cc2c(n[nH]1)-c1ccccc1CC2	101	92	8	104	104	110	107	0
O=C(OCc1cc2ccccc2[nH]c1=O)C1CCCCC1	87	106	10	98	95	93	97	2
C=CCOc1ccc(/C=C/C(=O)OCC(=O)NCC2CCCO2)cc1 (stereo not drawn)	102	96	8	99	107	99	101	1
COc1ccc(C(=O)NC2CCN(C(=O)NC3CCCCC3)CC2)cc1	98	101	17	97	99	96	88	0
COC(=O)c1ccc(-c2sc3nc(N4CCOCC4)c4c(c3c2N)CC(C)(C)OC4)o1	77	95	-2	90	/	81	98	0

Some of the entries above in a different format.
SMILES | LAP4 TOR yeast | CR mimetic SO | VLA-4 inh | MEP2-GFP yeast | AGP1-GFP MLPCN | RPL19A TOR yeast | CIT2 TOR yeast | GRK2 inh
N#CC1=C(N)Oc2n[nH]c(-c3ccncc3)c2C1c1ccsc1 (stereo not drawn) | 105 | 92 | 6 | 100 | 91 | 103 | 103 | 0
OCCC1CN(Cc2cnc(-c3cccc4ccccc34)nc2)CCN1C1CCCCC1 (stereo not drawn) | 116 | 95 | 0 | 96 | 101 | 102 | 95 | 0

Carrying on.
SMILES	LAP4 TOR yeast	CR mimetic SO	VLA-4 inh	MEP2-GFP yeast	AGP1-GFP MLPCN	RPL19A TOR yeast	CIT2 TOR yeast	GRK2 inh
Cc1ccc(S(=O)(=O)NCC(=O)OCC(=O)Nc2ccccc2OC(F)F)cc1	101	91	14	107	113	102	101	1
CCNc1nc(SC(C)C(=O)OC)nc(N2CCOCC2)n1 (stereo not drawn)	98	101	5	95	74	104	100	0
Cc1ccc(NC(=O)CNC(=O)c2cccs2)cc1S(=O)(=O)Nc1ccc(Cl)cc1	95	102	-4	94	93	98	100	0
COc1ccc(N2C(=O)CC2(C#N)c2ccc(OCc3ccccc3)cc2)cc1 (stereo not drawn)	93	102	-1	89	90	94	89	0
O=C(Cc1ccccc1F)OCC(=O)N1CCc2ccccc21	110	99	-10	106	110	105	98	7
O=C(CCN1C(=O)S/C(=C\c2cccs2)C1=O)Nc1nccs1	100	103	-22	92	97	95	86	0
CN(C)c1nc(SCC#N)nc(N(C)C)n1	97	109	10	98	101	98	106	0
Cc1cc(C)c([N+](=O)[O-])cc1NC(=O)CCS(=O)(=O)c1ccccc1	95	97	4	107	108	102	94	2
Cc1cccn2c(=O)cc(COC(=O)C(C)Oc3ccccc3)nc12 (stereo not drawn)	98	86	0	91	96	95	89	1
CCn1cc(C(=O)NCCC(C)C)c(=O)c2cc(F)c(N3CCN(C)CC3)cc21	99	103	18	100	99	105	101	0
COc1ccc(-n2c(SCC(=O)c3c(N)n(C)c(=O)n(C)c3=O)nc3ccccc32)cc1	98	92	-10	99	101	/	103	0
O=C(CN(c1cccc(Cl)c1)S(=O)(=O)c1ccc(Cl)cc1)N1CCc2ccccc2C1	94	109	7	104	102	106	104	3
CSc1nnnn1-c1ccc(C(=O)OCC(=O)N2CCOCC2)cc1	93	108	12	100	95	95	90	0
Cc1nc2cc(NC(=O)N3CCN(c4ccccn4)CC3)ccc2o1	96	93	-10	103	102	99	103	0
Cc1ccccc1NS(=O)(=O)c1cc(C(=O)NCCC2=CCCCC2)ccc1C	92	107	-3	100	102	97	96	0
COc1ccc(C2=CN3CCCCC3CC2=O)cc1OC (stereo not drawn)	97	100	13	97	98	97	97	5
CCN(CC)CCn1c2c(c(SCC(=O)Nc3ccccc3Cl)nc1=O)CCC2	99	101	2	104	91	96	89	0
NC(=O)CC(NC(=O)Cc1cccc2ccccc12)c1ccc(NCCN2CCCC2)c([N+](=O)[O-])c1 (stereo not drawn)	93	85	4	102	104	100	104	1
CCC1(c2ccccc2)NC(=O)N(CC(=O)Nc2cc(S(=O)(=O)N3CCOCC3)ccc2OC(C)C)C1=O (stereo not drawn)	100	102	0	108	105	102	106	1
Cc1ccc(/C=N/NC(=O)c2nnn(-c3nonc3N)c2-c2cccs2)cc1	103	87	-4	97	101	100	105	3
COc1ccc(C(=O)/C=C/N2CCCCC2)cc1OC	93	90	2	90	86	92	82	1
Cc1occc1C(=O)N/N=C/C(Br)=C/c1ccccc1	123	117	6	95	94	96	87	39
CNC(=O)CSCCn1c(SCC(=O)NC)nc2ccccc2c1=O	110	108	-2	103	105	101	106	1
COc1cc(/C=N/O)cc(Cl)c1OC	85	92	-2	99	91	95	94	0
CC(=O)c1ccc(N(C(=O)CNC(=O)c2ccco2)C(C(=O)NC2CCCC2)c2ccco2)cc1 (stereo not drawn)	81	96	1	91	81	86	94	0

Carrying on:
SMILES	LAP4 TOR yeast	CR mimetic SO	VLA-4 inh	MEP2-GFP yeast	AGP1-GFP MLPCN	RPL19A TOR yeast	CIT2 TOR yeast	GRK2 inh
COCCNC(=O)Cn1c(=O)n(CCC(=O)NCCc2ccccc2)c(=O)c2ccccc21	96	103	2	101	98	102	100	0
COc1cccc(N(CC(=O)NCC2CCCO2)C(=O)CCC(=O)Nc2nccs2)c1 (stereo not drawn)	94	102	10	94	86	93	88	0
Cc1ccc(C2CC(c3cccs3)=NN2C(=O)c2ccco2)o1 (stereo not drawn)	102	121	1	104	105	106	99	0
CC1CN(C(=O)c2cccc(S(=O)(=O)N3CCOCC3)c2)CC(C)O1 (stereo not drawn)	100	93	12	102	97	95	94	27
O=C(CSc1ncccc1-c1nc2ccccc2[nH]1)Nc1ccc2c(c1)OCCO2	101	111	-15	113	100	98	107	0
CCN(c1ccc(NC(=O)COC(=O)CCC(=O)c2ccc(F)cc2)cc1)C(C)C	106	90	-1	100	115	99	103	1
CC1CCN(C(=O)CN(c2ccc(Oc3ccccc3)cc2)S(C)(=O)=O)CC1	100	112	-20	100	110	100	99	0
COc1ccc(C(=O)OCC(=O)C(C)(C)C)cc1S(=O)(=O)N(C)CCc1cccnc1	98	90	-23	107	101	104	100	1
O=C(Nc1cccnc1Cl)c1ccc(S(=O)(=O)N2CCCCCC2)cc1	113	83	7	108	106	96	106	0
Cc1cc(OCCCC(=O)N2CCCCC2)cc(C)c1Cl	108	88	-1	104	110	102	100	0
O=C(CCc1nnc(CCCCc2ccccc2)o1)N1CCCCC1CCO (stereo not drawn)	95	98	-4	98	107	99	84	5
O=C(Nc1ccc(S(=O)(=O)N2CCOCC2)cc1)C1CCCCC1	98	86	-13	101	108	96	103	0
O=C(c1cc2nc(-c3ccccc3)cc(C(F)(F)F)n2n1)N1CCN2CCCC2C1 (stereo not drawn)	99	88	8	106	101	101	110	0
CCOC(=O)c1ccc(NC(=S)N(CCN(C)C)Cc2cccs2)cc1	92	118	-4	91	102	101	107	0
O=C(Nc1nc(=O)c2ccccc2s1)c1ccc(F)cc1	99	89	9	95	94	91	96	0
O=c1oc(CCO)cc2ccc(C#Cc3ccsc3)cc12	120	99	0	97	80	93	85	0
CC(C)NC(=O)c1ccccc1NC(=O)CS(=O)(=O)Cc1ccccc1	107	86	6	103	103	103	102	2
CCOc1ccc2c(CC)cc(=O)oc2c1OCC	106	84	10	138	100	105	101	/
COC(=O)c1ccc(Cl)c(NC(=O)Cc2ccccc2[N+](=O)[O-])c1	105	119	-2	115	106	103	99	0
Cc1cccc(C(=O)NCC(=O)N(C)CC(=O)Nc2ccc(N3CCOCC3)cc2)c1	102	99	3	110	102	102	115	0
O=C(N[C@@H](Cc1ccccc1)C(=O)OCc1ccccc1)c1nc[nH]c1C(=O)N1CCN(c2ccccc2)CC1	109	101	-19	89	84	100	80	0
CCC(NS(=O)(=O)c1ccc2c(c1)NC(=O)C(C)C(=O)N2)c1cccs1 (stereo not drawn)	97	87	-10	100	103	97	108	0
Cc1cc(OCC(=O)NCC2CCC(C(=O)O)CC2)c2c(C)c(C)c(=O)oc2c1 (stereo not drawn)	111	98	1	114	107	96	105	0
CCSc1ccc2nnc(-c3ccc(F)cc3)n2n1	97	103	4	96	90	99	/	0
Cc1c(Cl)c(C(=O)N2CCCC2)nn1C	97	99	3	101	93	94	91	1

(listing goes on)
SMILES	LAP4 TOR yeast	CR mimetic SO	VLA-4 inh	MEP2-GFP yeast	AGP1-GFP MLPCN	RPL19A TOR yeast	CIT2 TOR yeast	GRK2 inh
COC(=O)c1nn(-c2cccc(Cl)c2)cc(OC)c1=O	96	87	4	110	99	106	108	1
CCOC(=O)c1c(-c2ccccc2)csc1NC(=O)CSc1nc(C)cc(C)n1	102	112	/	102	103	101	102	3
CC(=O)NCCOc1cccc2cccnc12	96	90	14	100	102	96	94	1
COc1c(C)cc(C(=O)C2CCCN(C(=O)CCc3scnc3C)C2)cc1C (stereo not drawn)	111	96	6	98	101	100	101	0
COc1ccc(CC(=O)N[C@@H](CCSC)C(=O)N2CCC3(CC2)NCCc2[nH]cnc23)cc1	96	111	0	111	100	103	111	2
Cc1ccc(S(=O)(=O)Nc2ccc(C(=O)Nc3ccncc3)cc2)cc1	85	101	14	97	94	97	94	0
c1cncc(CSc2nnc3ccc(-c4ccncc4)nn23)c1	101	89	9	95	106	97	98	0
CC(=O)NC1=NN(C(C)=O)C(C)(CS(=O)(=O)c2ccc3ccccc3c2)S1 (stereo not drawn)	101	103	14	102	101	98	102	0
